Source: PubChem BioAssay
TRb-SRC2 inh: TRbeta-SRC2 interaction inhibition; 280,000 tested, 0.065% active; TRbeta-SRC2 peptide binding, fluorescence polarization; receptor liganded with 1 µM T3; Potency, µM (titrated, usually from 106 µM), inactives show at the highest dose activity change, negative = inhibition, actives largely listed as inhibitors; AID 1469;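 also: plate controls were bound peptide for no effect and peptide without receptor for full effect; nearly all actives have a fitted effect of over 50% in size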
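Read-out is fluorescence polarization (555 nm excitation, 632 nm emission) of a Texas Red SRC2 coactivator peptide; loss of signal reflects blocked binding to human TRb ligand-binding domain in the presence of 1 uM T3.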
Tau fibril ThT: tau fibrillization inhibition (ThT binding); 270,000 tested, 2.1% active; Potency, µM (highest dose often 57.4 µM), for the others: top-dose activity, negative = inhibition, most hits filed as inhibitors; AID 1460; P10636; recombinant tau K18 P301L (four-repeat tau fragment), heparin-induced fibrillization, ThT fluorescence; also: nearly all actives have a fitted effect of over 55% in size
Target sequence (P10636 561-689 P618L limits assumed): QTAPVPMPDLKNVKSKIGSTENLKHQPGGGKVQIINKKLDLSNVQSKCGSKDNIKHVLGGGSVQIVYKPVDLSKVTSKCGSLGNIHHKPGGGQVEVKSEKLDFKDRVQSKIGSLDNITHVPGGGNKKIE
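Recombinant human tau K18 fragment […] carrying P301L, 15 uM unlabeled plus 0.24 uM Alexa 594-labeled, was fibrillized with 20 uM heparin in 100 mM sodium acetate pH 7 for 6 hr at 37 C; 30 uM ThT fluorescence read after 1 hr.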
L3MBTL1 inh: inhibitors of human L3MBTL1 | Q9Y468 | AlphaScreen L3MBTL1–H3K9me1 peptide binding | Potency, µM (highest dose often 57.1 µM), for inactives: at the highest dose activity, negative = inhibition, usual class: inhibitors | 230,000 tested, 0.66% active | AID 485360; also: nearly all actives have a fitted effect of over 60% in size
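First, the protein-peptide complex forms for 30 min at room temperature (L3MBTL1 50 nM, biotinylated H3K9me1 peptide 75 nM). Next, compounds are pin-transferred and incubated 30 min. Finally, AlphaScreen beads are added and read after 30 min.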
KDM4E inh: blocks human JMJD2E demethylase activity; AID 2147; B2RXH2; 230,000 tested, 1.6% active; Potency, µM (doses to about 57.1 µM), for inactives: at the highest dose activity change, negative = inhibition, most hits filed as inhibitors; JMJD2E catalytic domain, FDH-coupled NADH fluorescence (FDH is formaldehyde dehydrogenase); active = well fitted inhibition curve with a large enough effect, not every such curve was filed as active; inconclusive = small, poorly fitted or top-dose-only effect, or another doubt; inactive = no such curve, though single readings can be large or run the other way;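 also: 0% = wells with enzyme and -100% = buffer wells without enzyme; nearly all actives have a fitted effect of over 50% in size; many of its hits are not listed in these tables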
Target sequence (B2RXH2 1-337 limits assumed): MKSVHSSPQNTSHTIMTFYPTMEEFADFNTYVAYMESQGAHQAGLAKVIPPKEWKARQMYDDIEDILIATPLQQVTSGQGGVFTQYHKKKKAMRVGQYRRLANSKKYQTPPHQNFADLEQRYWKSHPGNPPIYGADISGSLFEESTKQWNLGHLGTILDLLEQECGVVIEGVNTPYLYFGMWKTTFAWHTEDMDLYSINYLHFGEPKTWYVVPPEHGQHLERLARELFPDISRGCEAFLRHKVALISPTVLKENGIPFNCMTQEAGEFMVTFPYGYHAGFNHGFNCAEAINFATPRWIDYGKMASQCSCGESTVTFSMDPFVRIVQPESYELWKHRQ
Tau FP inhib: inhibitors of human tau fibril formation | K18 P301L tau heparin fibrillization, Alexa594 FP, 6 h | P10636 | Potency, µM (top dose mostly 57.7 µM), for the others: at the top dose activity, negative = inhibition, actives largely listed as inhibitors | 280,000 tested, 0.39% active; also: nearly all actives have a fitted effect of over 55% in size
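Quantitative HTS format: compounds meet 15 uM recombinant K18 P301L tau and Alexa 594-tau tracer in 100 mM sodium acetate pH 7; 20 uM heparin triggers fibrillization at 37 C over 6 hr; FP gives the signal.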
RECQ1 helicase: inhibitors of human RECQ1 DNA helicase | P46063 | Potency, µM (doses to about 57.3 µM), without a hit: at the top dose activity, negative = inhibition, hits mostly inhibitors | RECQ1 DNA unwinding, red fluorescence kinetic read | 240,000 tested, 0.54% active | AID 2549;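 also: plate controls were vehicle for no effect and no enzyme for full effect; nearly all actives have a fitted effect of over 30% in size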
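50 nM RECQ1T1 preincubated 15 min with compound in Tris pH 8.0 buffer with MgCl2, DTT, Tween-20 and 2.5 ug/ml poly(dI-dC); started with 200 nM TAMRA/BHQ-2 forked duplex and 2 mM ATP. Unwinding read as fluorescence (525/598 nm), two reads 2 h apart.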
TR SRC2 fluor cs: alters Texas Red total fluorescence, flagging assay interference. TRb/SRC2 Texas Red total fluorescence interference. Potency, µM (highest dose often 106 µM), without a hit: at the top dose fluorescence change, negative = quenching. 280,000 tested, 0.29% active. AID 1479; active = well fitted curve in either direction with a large enough effect; inconclusive = small, poorly fitted or top-dose-only effect
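Human TRb ligand-binding domain at 0.6 uM with 20 nM Texas Red SRC2 peptide in Tris buffer containing 1 uM T3 and 5% DMSO, incubated with compound 5 h at ambient temperature. Total fluorescence (555/632 nm) calculated as parallel + 2 × perpendicular.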
RGS12 GoLoco inh: blocks human Gai1 binding to RGS12 GoLoco peptide, red readout | P63096 | Gai1:RGS12 GoLoco peptide FP, rhodamine, 10 min | Potency, µM (titrated, usually from 61.6 µM), for the others: at the highest dose activity, negative = inhibition, actives largely listed as inhibitors | 230,000 tested, 0.44% active | AID 880; active = well fitted inhibition curve with a large enough effect, not every such curve was filed as active; inactive = no such curve, though single readings can be large or run the other way; also: nearly all actives have a fitted effect of over 30% in size; many of its hits are not listed in these tables
Target sequence (P63096 whole entry, looked up): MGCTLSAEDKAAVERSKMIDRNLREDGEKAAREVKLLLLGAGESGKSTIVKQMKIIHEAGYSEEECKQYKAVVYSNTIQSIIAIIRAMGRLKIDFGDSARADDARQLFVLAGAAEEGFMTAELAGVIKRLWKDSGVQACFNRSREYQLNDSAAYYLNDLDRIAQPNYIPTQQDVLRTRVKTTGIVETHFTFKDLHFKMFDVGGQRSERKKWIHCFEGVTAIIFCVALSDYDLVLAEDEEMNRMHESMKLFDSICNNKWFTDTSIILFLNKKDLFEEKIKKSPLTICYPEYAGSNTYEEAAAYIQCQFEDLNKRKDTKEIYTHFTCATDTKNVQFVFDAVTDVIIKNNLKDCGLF
An asterisk follows results filed as active; i = inactive; ? = inconclusive; / = no result given; [ ] = remark or other dose. Unless noted, calls follow the shape of the dose curve; as a rule, active = well fitted curve in the direction sought with a large enough effect; inconclusive = small, poorly fitted or top-dose-only effect, or another doubt; inactive = no such curve, though single readings can be large; an effect the other way counts as inactive or inconclusive. Unless noted, % is scaled to controls: 0 for no effect and ±100 for the full control effect; potency is read from the fitted curve at half-maximal effect. These rows are one share of the data; count on the stated rates, not on these rows.

SMILES	TRb-SRC2 inh	Tau fibril ThT	L3MBTL1 inh	KDM4E inh	Tau FP inhib	RECQ1 helicase	TR SRC2 fluor cs	RGS12 GoLoco inh
CC1SC(C)C(=O)N(CC(=O)NC2CCCCC2)C1=O (centres undefined)	-5%	-3%	13%	-4%	1%	i	1%	-1%
COc1ccc(-c2cc(C(=O)Nc3cccc(O)c3)on2)cc1OC	-4%	?	/	/	4%	/	2%	/
O=c1c(-c2cc(-c3ccc(F)cc3)nc3c2COc2ccc(Cl)cc2-3)coc2ccc(F)cc12	3%	0%	/	/	-7%	/	-5%	/
CCOC(=O)NC(Nc1sc2c(c1C(N)=O)CCCC2)(C(=O)OCC)C(F)(F)F (centres undefined)	-2%	?	-9%	?	-12%	-6%	0%	-3%
O=C(NCc1ccc(F)cc1)C1CC(=O)N(CCc2ccccc2)C1 (centres undefined)	8%	-5%	0%	-2%	-1%	-5%	2%	-3%
Cc1nc2c(c(C)nn2C(C)(C)C)c(C)c1CCC(=O)Nc1ccc(Br)cc1Br	-3%	-9%	/	/	4%	/	0%	/
Cc1cc(-c2n[nH]c(=S)n2Cc2ccccc2)cs1	-4%	-10%	-2%	?	-1%	-2%	-2%	9%
c1ccc(Nc2ncnc3ccc(-c4cccnc4)cc23)cc1	6%	-7%	/	-14%	-22%	-13%	2%	1%
O=C(/C=C\c1ccc2c(c1)OCO2)CC1(O)C(=O)Nc2ccccc21 (centres undefined)	3%	/	/	-24%	-2%	-10%	-2%	-2%
Cc1ccc(OCc2nc(C#N)c(N3CCCCC3)o2)cc1	0%	-12%	?	6%	3%	-3%	-4%	40%[activator]
CCCCOC(=O)CSc1nnc(-c2ccc(Cl)cc2Cl)o1	-17%	-9%	129%[activator]	-8%	3%	-24%	-2%	-3%
CCOC(=O)Cn1c(=O)cc(C)c2ccccc21	5%	6%	-3%	?	-4%	i	-5%	6%
COc1ccc(-c2nc(C#N)c(NCc3ccco3)o2)cc1	0%	?	-29%	?	8%	i	-3%	5%
O=C1c2ccccc2S(=O)(=O)c2cc(C(=O)N(c3ccccn3)c3ccccn3)ccc21	-5%	4%	2%	-3%	12%	-1%	-2%	2%
O=C(Nc1ccc(OCc2cc(=O)n3c4c(sc3n2)CCCC4)cc1)c1ccc(F)cc1	-16%	?	/	/	3%	/	1%	/
C=CCN(CC=C)S(=O)(=O)c1ccc2nc(NC(=O)C3CCCO3)sc2c1 (centres undefined)	-4%[53 µM]	-4%	4%	18%	-7%	-2%	-1%[53 µM]	1%
Cc1ccc(C)c(N2CCN(c3nc4ccc(Cl)cc4n4cnnc34)CC2)c1	8%	1%	/	/	-5%	/	-4%	/
CCOC(=O)CC(=O)CSc1nc2ccc(C)cc2cc1C#N	1%	?	/	-4%	-3%	-8%	-6%	-3%
CC1=CC2=NC(=O)CC(C)(C(=O)N(CC(=O)NC(C)C)C3CCCC3)N2C=C1 (centres undefined)	0%	3%	17%	?	-7%	i	-4%	5%
Clc1ccc(-n2nnc(-c3cccnc3Cl)n2)cn1	1%	?	10%	-9%	2%	6%	-1%	9%
COc1ccccc1NS(=O)(=O)c1cc(NC(=O)C2CCC2)ccc1N1CCCCC1	0%	?	-8%	-16%	?	-11%	2%	-16%
COc1ccc(OC)c(CCNC(=O)CCn2c(=O)c3cccn3c3cccnc32)c1	0%	-4%	/	/	-7%	/	-2%	/
CC(Sc1nc(-c2ccccc2)cs1)C(=O)Nc1ccc(Cl)cn1 (centres undefined)	11%	-6%	26%	-8%	-15%	-15%	0%	5%
O=C1CCC2CCCCC2(O)O1 (centres undefined)	-18%	-4%	5%	-22%	0%	-9%	-3%	-7%
Cc1cccc(N2CCN(C(c3ccc(F)cc3)c3nnc(-c4ccccc4)o3)CC2)c1C (centres undefined)	-2%	?	/	/	-8%	/	-2%	/
CC(C)Oc1ccc(Cn2c(=O)sc3ccccc32)cc1	0%	-18%	35%[activator]	-3%	3%	-2%	-2%	4%
COc1ccc(C2NC(=O)c3ccccc3O2)cc1OC (centres undefined)	11%	-9%	11%	?	-8%	-4%	-1%	9%
CC(=O)c1ccc(C2C=CC(Oc3ccc(F)cc3C)C(CO)O2)cc1 (centres undefined)	6%[11.2 µM]	-10%[11.5 µM]	/	/	0%[11.6 µM]	-4%[11.5 µM]	0%[11.2 µM]	/
O=C(CNC1=NCCC1)c1ccc(Cl)cc1	-9%	-13%	-8%	-7%	12%	-1%	1%	6%
CCOc1cc2[nH]c(=O)n(CCCCC(=O)N3CCCCCC3)c(=O)c2cc1OCC	-2%	4%	2%	?	3%	i	-3%	4%
C/C=C/c1ccc(OC(C)[C@@H](O)c2ccc(O)c(OC)c2)c(OC)c1 (some centres undefined)	-4%	-12%	/	-4%	0%	-5%	-3%	3%
O=C(CSc1ccc(-c2ccccn2)nn1)c1ccc(F)cc1	1%	-16%	/	?	2%	-4%	-1%	10%
CCOC(=O)CN1CC23C=CC(O2)C(C(=O)NCc2ccc(F)cc2)C3C1=O (centres undefined)	-8%	-8%	12%	7%	-1%	-4%	-1%	4%
COc1cc(/C=C(/C#N)C(=O)NCCc2c[nH]c3ccccc23)ccc1OCc1ccccc1F	5%	-10%	-3%	2%	-1%	-3%	-4%	2%
CCCCC(=O)Nc1cc(N(C)C)nc2ccccc12	3%	-7%	-9%	?	1%	2%	-4%	6%
Cc1cccc(OCc2nnc(SCC(=O)Nc3cccc(C(=O)N4CCOCC4)c3)o2)c1C	8%	-14%	4%	-9%	-10%	8%	0%	-40%
COc1ccc(CCn2c(C3CCCCC3)nc3c(c(=O)c4ccccc4n3C)c2=O)cc1OC	-3%	-15%	1%	13%	-11%	17%	-1%	5%
O=C(CSc1ccsc1[N+](=O)[O-])N1CCN(c2ccc(Cl)cc2)CC1	9%	?	?	16%	?	-15%	-22%	24%
COc1ccccc1OCC(O)Cn1nc(C)cc1C (centres undefined)	-11%	-6%	30%[activator]	?	5%	-1%	-2%	-8%
O=C(NNC(=O)C1CC1c1ccccc1)c1cccc([N+](=O)[O-])c1 (centres undefined)	-3%	-6%	3%	-1%	-3%	-1%	0%	-3%

Next section; it opens with the 2 that closed the last part.
SMILES	TRb-SRC2 inh	Tau fibril ThT	L3MBTL1 inh	KDM4E inh	Tau FP inhib	RECQ1 helicase	TR SRC2 fluor cs	RGS12 GoLoco inh
COc1ccccc1OCC(O)Cn1nc(C)cc1C (centres undefined)	-11%	-6%	30%[activator]	?	5%	-1%	-2%	-8%
O=C(NNC(=O)C1CC1c1ccccc1)c1cccc([N+](=O)[O-])c1 (centres undefined)	-3%	-6%	3%	-1%	-3%	-1%	0%	-3%
Cn1cc(/C=N/NC(=O)c2cccc([N+](=O)[O-])c2)c2ccccc21	-5%	-15%	7%	-1%	4%	-3%	0%	4%
CCCOc1ccc(Nc2cc(C)nc(C)n2)cc1	-2%	?	/	/	15%	/	6%	/
Cc1cc(C)nc(SCC(=O)Nc2ncc(Cc3cccc(Cl)c3Cl)s2)n1	10%	2%	-8%	-2%	2%	-4%	7%	0%
CSc1ncccc1C(=O)OCC(=O)C(C)(C)C	0%	-2%	4%	0%	5%	i	-1%	3%
Cn1ccc(C(=O)OCC(=O)Nc2cccc3ccccc23)n1	6%	-5%	/	-1%	7%	0%	-8%	-7%
CCOc1cc(/C=C2\SC(=S)N(Nc3ccccc3)C2=O)ccc1O	?	11µM*	?	4%	1%	25µM*	28%	318%[activator]
Cc1ccc(C(=O)Nc2sc(C(=O)N(C)C)c(C)c2C#N)cc1	2%[53 µM]	5%	-16%	-5%	-5%	0%	-1%[53 µM]	-5%
O=C1CCC(=O)N1CN(C(=O)c1ccco1)c1ccc(Cl)c(Cl)c1	-9%	?	14%	-3%	-8%	-4%	-6%	14%
O=C(Nc1cccnc1)c1ccc(S(=O)(=O)c2ccccc2)cc1	4%	-10%	3%	11%	-5%	-19%	1%	1%
COc1ccc(-c2cc(C(F)(F)F)nc(SCCC(=O)Nc3cc(C)on3)n2)cc1	-4%	-2%	/	22µM*	-7%	-8%	-1%	6%
N#CCCn1ncn(-c2ccccc2)c1=S	-3%	-15%	/	-3%	-1%	i	2%	2%
CCCCn1c(SCC(=O)Nc2ccccc2C(F)(F)F)nc2ccsc2c1=O	8%	-6%	-1%	5%	7%	-1%	1%	0%
COc1ccc2oc(=O)c(-c3csc(Nc4ccc(O)cc4)n3)cc2c1	-6%	2.2µM*	-1%	-2%	-15%	-7%	-4%	-6%
Cc1ccc(S(=O)(=O)N2CCC(=O)N(C(COCc3ccccc3)Cc3ccccc3)CC2)cc1 (centres undefined)	0%	-17%	-2%	0%	-3%	-8%	-6%	9%
CCN(CC)S(=O)(=O)c1ccc2c(c1)N(CC(=O)Nc1ccc(Cl)cc1)C(=O)C1CCCN21 (centres undefined)	2%	-1%	/	/	4%	/	3%	/
COC(=O)c1sc(NC(=O)c2cc3c(s2)CCCC3)nc1C	4%	-18%	7%[11.4 µM]	?	-5%	-2%	-6%	7%
CCN(c1ccc(OC)cc1)S(=O)(=O)c1ccc2[nH]c3c(c2c1)CCCCC3	1%	-7%	/	/	1%	/	-11%	/
Cc1cc(C(=O)NN=C2CCCCC2)c2ccccc2n1	5%	-2%	4%	0%	5%	-3%	-6%	-12%
CCc1ccccc1NC(=O)Cc1c(C(=O)O)[nH]c2ccc(Cl)cc12	-1%	?	/	/	4%	/	0%	/
O=[N+]([O-])c1cccc(/C([O-])=C(/C(=S)Nc2cccc3ccccc23)[n+]2ccccc2)c1	15%	12%	-27%	-2%	1%	8%	-1%	-2%
O=C(Nc1ccc(N2CCCCC2)cc1)c1ccc(F)cc1	-10%	-16%	-6%	6%	11%	-9%	-4%	-15%

Some entries already given, reduced to RECQ1 helicase.
SMILES | RECQ1 helicase
Cc1cc(C)nc(SCC(=O)Nc2ncc(Cc3cccc(Cl)c3Cl)s2)n1 | -4%
CSc1ncccc1C(=O)OCC(=O)C(C)(C)C | i
Cn1ccc(C(=O)OCC(=O)Nc2cccc3ccccc23)n1 | 0%
